Source: PubChem BioAssay (several laboratories)
Ba/F3 V617F tox = lowers viability of Ba/F3 cells expressing EpoR and JAK2V617F. ATP luminescence. inhibition, % at 5.6 µM. 1.1% of 220,000 active. AID 1446;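 active = inhibition above the campaign mean plus 3 SD over all tested compounds, cut at about 24% in these data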;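 note: cytokine-independent growth of Ba/F3 cells driven by EpoR plus mutant JAK2; 0% = DMSO-treated cells and 100% = JAK inhibitor I control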
TNF necrop inh = blocks TNF-alpha induced death of Jurkat FADD-/- cells; Jurkat FADD-/- TNF necroptosis rescue, ATP luminescence, 24 h; 0 = TNF only, 100 = no-TNF cells; activation (protection from cell death), % at 10 µM; 0.068% of 220,000 active;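 active = activation, meaning protection from cell death, of at least 50% relative to plate controls; inactive = activation below 50%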;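 note: necroptosis triggered by 40 ng/mL TNF-alpha added together with compound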
PPC-1+TRAIL kill = kills PPC-1 cancer cells in the presence of TRAIL; cell killing (% activity), % at 4 µM; PPC-1 cells + TRAIL, ATPLite viability luminescence; 0.41% of 220,000 active;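 active = cell killing above 50% in the first pass at 4 µM, then a duplicate retest at 5 µM averaging 50% or more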;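 note: plate controls were cells with TRAIL plus DMSO for no effect and medium-only wells lacking cells for full effect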
Wee1 stabilizer = inhibitors of human Wee1 degradation | AID 1321 | 1.2% of 220,000 active | reporter increase, % at 5 µM | P30291 | HeLa Luc-Wee1K328M stability, luciferase luminescence; 100% = proteasome inhibitor MG132 effect;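 active = activation above the mean of all tested compounds plus 3 SD, set per screening run, cut at about 8.8% in these data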;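 note: cells exposed to compound for 20 h before luminescence read; 0% = DMSO alone and 100% = MG132 at 30 µM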
Target sequence (P30291 whole entry K328M): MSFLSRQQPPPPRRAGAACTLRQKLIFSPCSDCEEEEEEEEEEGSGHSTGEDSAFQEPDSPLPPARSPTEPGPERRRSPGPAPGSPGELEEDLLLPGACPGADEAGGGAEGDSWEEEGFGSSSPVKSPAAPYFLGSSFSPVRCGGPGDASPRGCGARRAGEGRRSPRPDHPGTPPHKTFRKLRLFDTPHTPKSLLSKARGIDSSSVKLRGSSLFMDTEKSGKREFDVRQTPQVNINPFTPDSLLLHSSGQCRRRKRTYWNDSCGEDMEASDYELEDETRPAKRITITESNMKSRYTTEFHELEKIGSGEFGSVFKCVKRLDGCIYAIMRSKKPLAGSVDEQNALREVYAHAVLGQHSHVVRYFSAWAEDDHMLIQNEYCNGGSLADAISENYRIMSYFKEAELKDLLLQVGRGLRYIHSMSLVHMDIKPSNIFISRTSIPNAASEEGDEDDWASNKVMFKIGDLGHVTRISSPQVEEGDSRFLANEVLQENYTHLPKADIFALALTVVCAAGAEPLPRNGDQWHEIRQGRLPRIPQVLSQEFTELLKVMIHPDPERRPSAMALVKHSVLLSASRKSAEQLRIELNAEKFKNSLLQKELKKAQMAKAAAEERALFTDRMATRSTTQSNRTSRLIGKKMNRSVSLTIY
TRPN1 ag = zebrafish TRPN1 (NompC) channel agonism. HEK293 zebrafish TRPN1-YFP, Fluo-8 calcium fluorescence; 100% = response to 87 µM carbachol. activation, % at 3 µM. 0.18% of 220,000 active. AID 1424;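 active = activation above its plate's cutoff, the mean activation of test wells on that plate plus 3 SD, cut at about 19% in these data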;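 note: 0% = DMSO alone and 100% = 87 µM carbachol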
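Assay system: Zebrafish TRPN1-YFP in HEK293 cells | Incubation: Dye loading 1 h at 37 °C, then 30 min room temperature | Measured by: Kinetic Fluo-8 fluorescence, ex 470-495, em 515-575 nm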
TRPML3 ag = agonists of human TRPML3 channel; Q8TDD5; HEK293 TRPML3-YFP, Fluo-8 calcium fluorescence; 100% = the carbachol control signal; activation, % at 3 µM; 0.29% of 220,000 active;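 active = activation above its plate's cutoff, the mean activation of the plate's test wells plus 3 SD, cut at about 12% in these data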;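 note: 0% = DMSO only wells and 100% = carbachol wells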
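Test system: TRPML3-YFP stable HEK293 cells. Doses: single point at 3 µM. Incubation: dye loading 1 h 37 °C then 30 min ambient, 125 s read. Signal: Fluo-8 calcium dye fluorescence, ex 470-495, em 515-575 nm. Measure: percent activation from peak-to-basal fluorescence ratio, scaled between DMSO and carbachol.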
BaF3 tox = parental Ba/F3 viability inhibition as JAK2V617F counter-screen; inhibition, % at 5.6 µM; CellTiter-Glo ATP luminescence; AID 1486; 1.1% of 220,000 active;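 active = inhibition above a per-campaign cutoff, the mean inhibition of all tested compounds plus 3 SD, cut at about 27% in these data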;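 note: 0% = DMSO wells and 100% = JAK Inhibitor I control wells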
CHOP inhibitor = inhibitors of CHOP induction in ER stress response; CHO-K1 CHOP-promoter luciferase, tunicamycin-induced, 15-18 h; inhibition, % at 10 µM; 3.8% of 220,000 active; AID 2732;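 active = compounds that reduced the stress-induced luciferase reporter signal by more than about 70% of percent inhibition, limit read from the data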;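 note: 0% = tunicamycin plus vehicle and 100% = wells without tunicamycin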
RBBP9 inhibitor = inhibitors of human serine hydrolase RBBP9; O75884; recombinant RBBP9, FP-Rh probe fluorescence polarization; inhibition, % at 7.94 µM; 0.2% of 220,000 active;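 active = inhibition above the campaign mean of all tested compounds plus 3 SD, cut at about 14% in these data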;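 note: plate controls were DMSO wells with RBBP9 for no effect and wells lacking RBBP9 protein for full effect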
Target sequence (O75884 whole entry, looked up): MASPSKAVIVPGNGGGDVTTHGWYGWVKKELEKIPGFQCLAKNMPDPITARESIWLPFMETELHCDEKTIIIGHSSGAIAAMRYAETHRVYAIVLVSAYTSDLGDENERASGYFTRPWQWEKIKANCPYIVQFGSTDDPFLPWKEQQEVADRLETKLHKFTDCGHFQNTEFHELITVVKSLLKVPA
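Test system – recombinant human RBBP9 · Input – RBBP9 2.5 µM in dispensing solution, pre-mixing · Medium – Tris buffer pH 8.0, NaCl, Pluronic · Schedule – preincubation 30 min plus labeling 45 min at 25 °C · Measured by – fluorescence polarization · Measure – % inhibition · Controls – DMSO and no-protein wells · Replicates – one well per compound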
* marks the source's active call; other numbers are inactive results; / = not tested or not shown.

Value order – Ba/F3 V617F tox | TNF necrop inh | PPC-1+TRAIL kill | Wee1 stabilizer | TRPN1 ag | TRPML3 ag | BaF3 tox | CHOP inhibitor | RBBP9 inhibitor
> COc1cc(NC(=O)C2CC(=O)NC3=C2C(=O)CCC3)c(OC)cc1Cl (centres undefined)
  0.1 | 0.0 | 20.9 | -0.8 | 0.6 | -0.2 | 6.5 | -11.0 | 0.8
> C[N+](C)(C)c1ccc(/C=N/Nc2nc(Cl)c(C#N)c(Cl)c2Cl)cc1
  -5.8 | 0.1 | 6.4 | 0.7 | 1.3 | 1.3 | 1.9 | -9.3 | 4.9
> O=C(NCCCN1CCN(c2ccccc2F)CC1)Nc1ccc(F)cc1
  1.1 | 2.9 | -1.9 | 0.4 | 1.0 | 2.4 | 1.6 | 37.2 | 4.9
> CCN(CC)CCNC(=O)Cc1c(C(=O)O)n(C)c2ccccc12
  2.9 | -1.1 | 12.9 | 3.2 | -0.5 | 0.7 | 5.8 | -23.2 | 3.2
> Cc1ccccc1Cn1cc(NC(=O)CSc2nc3c(c(C(F)(F)F)n2)CCc2ccccc2-3)cn1
  -2.2 | -4.3 | 9.3 | -1.7 | -1.3 | 1.2 | 3.6 | 6.2 | -3.0
> S=C(NCCN1CCOCC1)Nc1ccc(Br)cc1
  0.1 | -5.0 | 16.4 | 2.3 | -0.9 | 0.2 | 4.6 | 4.3 | -3.8
> Cc1cccc(NC(=S)NC2CCCCCC2)c1C
  -3.1 | -4.6 | 22.0 | 4.2 | -0.9 | -0.7 | 8.1 | -15.5 | -4.7
> COC(=O)C(C)N(C#N)c1nc(C)nc(C)n1 (centres undefined)
  -0.8 | 1.9 | 17.1 | -1.9 | 0.0 | 0.7 | -1.0 | 13.9 | -3.5
> COCC(C)n1c(SCc2cc(=O)n3cc(C)ccc3n2)nc2ccccc2c1=O (centres undefined)
  -5.2 | -5.2 | 5.4 | -0.6 | -3.0 | -0.8 | 2.8 | 6.3 | -7.3
> O=C(CSc1nnc(-c2cccs2)o1)OC1CCCCC1
  2.4 | -0.1 | 0.8 | 2.5 | 0.2 | 0.2 | 2.2 | 7.7 | -13.5
> O=S(=O)(NCC(c1ccccc1)N1CCNCC1)c1ccc(Cl)cc1 (centres undefined)
  4.9 | 1.4 | 6.2 | 2.6 | 0.2 | 1.2 | 8.5 | 63.1 | -7.5
> Cc1ccc(NC(=O)CN2C(=O)N/C(=C/c3ccco3)C2=O)cc1
  0.9 | -3.1 | 18.7 | 0.1 | 0.4 | 0.3 | 4.0 | -1.6 | 2.0
> CCn1c2c(c3cc(Br)ccc31)CCC/C2=N\O
  -0.2 | 1.4 | 44.7 | -1.6 | 0.2 | 0.8 | 3.4 | 89.6* | -6.0
> COc1ccccc1/C(O)=C(\C#N)c1nc2ccccc2[nH]1
  -1.1 | -0.4 | 28.4 | -2.0 | -1.5 | 0.2 | 9.2 | 11.9 | -3.1
> Cc1cccc(C(=O)NCCc2ccc(S(N)(=O)=O)cc2)c1[N+](=O)[O-]
  -5.3 | 1.4 | 17.6 | -1.9 | 0.5 | 0.5 | 2.8 | -21.3 | -2.1
> COCCNC(=O)C1Cc2c(ccc3ccccc23)O1 (centres undefined)
  0.8 | -0.5 | -0.1 | -0.2 | 1.1 | 1.8 | 8.2 | -15.3 | -7.5
> O=C(NCCCn1ccnc1)/C(=C\c1cccnc1)NC(=O)c1ccccc1Br
  -0.5 | 1.5 | -1.5 | 3.9 | 0.2 | 0.5 | 4.9 | 4.9 | -2.5
> CCOC(=O)C1C(c2cccc([N+](=O)[O-])c2)C2C(=O)NN=C2CC1(C)O (centres undefined)
  0.6 | 0.8 | 10.4 | -4.3 | 0.5 | 0.6 | 6.0 | 4.1 | 7.1
> CN1CCN(Cc2c(C#N)c3ccccc3n2C)CC1
  -0.1 | 3.4 | 4.7 | -1.8 | 0.7 | 1.5 | 7.6 | -1.1 | -6.5
> S=C1NCCNC(=S)NCCOCCOCCOCCN1
  -1.7 | 0.9 | 8.4 | -1.0 | -1.7 | 0.8 | 1.6 | 28.3 | 5.6

More results:
Value order – Ba/F3 V617F tox | TNF necrop inh | PPC-1+TRAIL kill | Wee1 stabilizer | TRPN1 ag | TRPML3 ag | BaF3 tox | CHOP inhibitor | RBBP9 inhibitor
> Cc1ccc(C)c(C(=O)CN2C(=O)c3ccccc3S2(=O)=O)c1
  0.0 | -1.1 | 10.5 | 6.8 | 0.7 | 0.5 | 2.6 | 12.9 | -1.9
> Cc1ccc(C)c(NC(=O)C(=O)NCCc2c[nH]c3ccccc23)c1
  -2.5 | 1.0 | -3.6 | 3.0 | -1.9 | -0.5 | -0.1 | 11.0 | 3.1
> Cc1c(NC2=C(Cl)C(=O)N(c3ccccc3Cl)C2=O)c(=O)n(-c2ccccc2)n1C
  -0.8 | -1.1 | 17.9 | 0.0 | -0.1 | 1.2 | 2.4 | 15.5 | -9.1
> Cc1nc(NCc2cccnc2)c2c3c(sc2n1)CCCC3
  -1.3 | 0.0 | 12.1 | -0.6 | -0.8 | -0.4 | 2.4 | 4.0 | -6.6
> CCN(CC)CCCNC(=O)C1c2ccccc2Oc2ccccc21
  2.3 | 0.1 | 4.8 | -0.7 | 0.7 | 0.5 | 3.1 | 2.5 | -5.9
> O=C(Cn1cnc2ccccc2c1=O)Nc1ccc(S(=O)(=O)N2CCCC2)cc1
  2.3 | 0.8 | 9.6 | -2.6 | 0.0 | 0.7 | -0.4 | -18.9 | -9.2
> O=C(NNC1=NCCC1)c1cccc(Br)c1
  -2.3 | -0.5 | 30.8 | -0.4 | -0.1 | 0.1 | 1.3 | -33.7 | -3.5
> Clc1ccccc1OCCN1CCC(Cc2ccccc2)CC1
  1.4 | 3.9 | 35.2 | -2.1 | 1.0 | 2.3 | 2.6 | 52.3 | -5.2
> COC(=O)C1=NNC2(c3ccc(C)cc3)C(=O)N(c3ccc(C)cc3)C(=O)C12 (centres undefined)
  -1.8 | 2.3 | -7.7 | 2.0 | 0.3 | 0.3 | -1.4 | 18.7 | -10.6
> c1ccc(Cn2c(Sc3nnnn3-c3ccccc3)nnc2-c2ccccc2)cc1
  -2.4 | -0.1 | 25.1 | -1.5 | -0.4 | 0.5 | 0.7 | -30.2 | 2.3
> C=CCn1c(NCc2c[nH]c3ccccc23)nc2ccccc21
  0.4 | 1.8 | 2.7 | 6.8 | -2.0 | -0.8 | 1.6 | 9.4 | -7.0
> COc1ccccc1OCCNC(=O)C(c1ccccc1)c1ccccc1
  -0.6 | 1.3 | 0.8 | 0.0 | -0.4 | -0.6 | -0.6 | 12.4 | -0.8
> CSCCC(NS(=O)(=O)c1ccccc1F)C(=O)OCc1ccccc1Cl (centres undefined)
  2.4 | -0.2 | 28.7 | 0.5 | -1.8 | -0.2 | 6.2 | 17.4 | -7.4
> CCOc1cc(/C=N/NC(=O)CSc2nncn2C)ccc1OC(=O)c1ccc(Cl)cc1
  2.2 | 1.4 | 6.5 | -1.1 | 0.5 | 0.3 | 5.5 | 48.8 | -1.3
> N#Cc1cccc(C#N)c1Oc1ccc(S(=O)(=O)Nc2ccc(Cl)cc2)cc1
  -2.3 | 1.1 | -3.0 | -0.7 | 5.9 | 1.3 | 6.6 | 47.8 | -5.9
> CCOc1cccc(OCCOCCN(C)Cc2ccccc2)c1
  -2.1 | -9.2 | 20.7 | 2.3 | 1.3 | 0.5 | 3.8 | 10.7 | -6.4
> O=C(Nc1ccc(Cl)cc1F)c1cc(S(=O)(=O)N2CCCCC2)ccc1F
  2.7 | 0.7 | 49.7 | 0.4 | -0.5 | 0.6 | 3.5 | -15.9 | -11.8
> Nc1nc(Cl)cc(Nc2ccccc2Cl)n1
  2.9 | -4.5 | 4.8 | 8.6 | -0.5 | -1.3 | -5.6 | -9.8 | -5.0
> CC(=O)NC1C(=O)N(Cc2ccccc2)c2ccc(Br)cc21 (centres undefined)
  2.5 | 1.7 | 11.7 | -0.7 | -1.2 | 0.9 | -1.1 | -10.3 | -6.2
> O=C(CSc1nc2ccccc2n1Cc1ccccc1Cl)N/N=C/c1ccccc1C(=O)O
  4.0 | -0.2 | -10.8 | -1.9 | -0.6 | -1.1 | -5.6 | 10.9 | -0.7

Next section
Value order – Ba/F3 V617F tox | TNF necrop inh | PPC-1+TRAIL kill | Wee1 stabilizer | TRPN1 ag | TRPML3 ag | BaF3 tox | CHOP inhibitor | RBBP9 inhibitor
> COc1ccc(-c2nc(N)n(S(=O)(=O)c3ccc(C)cc3)n2)cc1
  2.2 | 2.1 | 16.4 | -1.6 | -1.1 | 0.6 | 8.1 | 31.5 | -5.6
> CCS(=O)(=O)N1CCN(c2ccccc2F)CC1
  2.8 | -0.9 | -19.3 | -3.1 | -0.5 | 0.4 | 6.4 | 40.3 | -3.5
> Cc1ccc(N/C(N)=N/c2nc(C(F)(F)F)cc(C(F)(F)F)n2)cc1
  -1.4 | -0.8 | 12.2 | 0.4 | 0.1 | 0.8 | 1.7 | 92.5* | -8.2
> CCOC(=O)N1CCN(C(=O)C2CCN(Cc3nc(-c4ccccc4C)oc3C)CC2)CC1
  -2.0 | -3.2 | 44.5 | 2.4 | 0.3 | 0.4 | 0.5 | 30.6 | 0.5
> CN(Cc1n[nH]c(=S)n1C)S(=O)(=O)c1ccccc1
  0.5 | -1.8 | -0.6 | -0.8 | -1.1 | 0.1 | -0.3 | 16.3 | -7.5
> CN(C)/C=C/C(=O)c1cccc(C(F)(F)F)c1
  -1.0 | -0.5 | 19.9 | -0.2 | 0.8 | 1.8 | 1.5 | 6.7 | 4.4
> CCOc1cc(NC(=S)Nc2cccc(OC)c2)c(OCC)cc1NC(=O)c1ccc(C)cc1
  -0.1 | -3.1 | -3.5 | -1.9 | -0.6 | 0.7 | 4.9 | -2.6 | -5.8
> CCOc1ccc(C(C)=O)cc1CN1C(=O)NC(C)(C2CC2)C1=O (centres undefined)
  -0.9 | 0.7 | -1.1 | 2.8 | 0.9 | 0.8 | 4.6 | -2.0 | -6.0
> O=C(NC1CCCCC1)N1CCN(Cc2nc3ccccc3c(=O)[nH]2)CC1
  -3.4 | -0.3 | / | -2.2 | 1.3 | 0.5 | 2.2 | / | 2.3
> O=[N+]([O-])c1cccnc1SCc1c(F)cccc1Cl
  0.8 | 0.2 | 2.8 | 3.1 | -1.0 | 0.3 | 0.7 | 23.2 | 3.5
> CCOc1cc2[nH]c(=S)n(C3CC3)c(=O)c2cc1OCC
  -4.0 | 0.6 | 4.1 | -1.3 | -3.4 | 0.1 | -1.2 | -17.9 | -8.2
> CC(NC(=O)c1ccco1)c1cccc2ccccc12 (centres undefined)
  -1.9 | -1.7 | -12.0 | 7.6 | -1.1 | -0.3 | 5.1 | 40.7 | -4.0

Compounds were not picked by outcome. Share with any hit: about 6.8%.
